RNase H inhibition – RNase H inhibition, HIV 1 Gag Pol polyprotein, FRET biochemical assay, screening (AID 372) | HIV-1 RT RNase H, FRET RNA/DNA substrate fluorescence; higher % means a stronger effect | one-dose inhibition, % at 10 µM; IC50 in µM for titrated hits | 100,000 compounds, 0.77% hits; in the data active = inhibition above about 50%
Active calls of the source: *. Not all compounds are listed; rates above refer to the full screens.

compound	RNase H inhibition
CCOC(=O)C1=C(C)NC(=O)NC1c1ccc(F)c(Br)c1 (stereo not drawn)	2.0%
C/C(=N/Nc1ccccc1C(=O)O)c1cccs1	8.0%
Cc1c(NC(=O)CN(c2cccc([N+](=O)[O-])c2)S(=O)(=O)c2ccccc2)c(=O)n(-c2ccccc2)n1C	0.0%
Cc1ccc(NC(=O)/C(C#N)=C\c2cc(Br)cc(Br)c2O)c(C)c1	7.0%
O=C(Oc1ccc(/C=N/Nc2nc(Nc3ccccc3)nc(N3CCCCC3)n2)cc1)c1ccccc1	22.0%
COc1ccc(C2NC(=O)NC(C)=C2C(=O)OCCSC)cc1OC (stereo not drawn)	5.0%
COc1ccc(-c2cc(C(F)(F)F)n3nc(C(=O)NCc4ccccc4)cc3n2)cc1	16.0%
CC1(C(=O)N/N=C/c2ccc3c(c2)OCO3)CC1(Br)Br (stereo not drawn)	3.0%
C1CCN(C2CCN(C3CC4CCC3C4)CC2)CC1 (stereo not drawn)	3.0%
Cc1cccc(NC(=S)NC(=O)c2ccc(C)c(C)c2)c1	12.0%
CCOc1ccc(-c2cc(C(=O)N/N=C/c3ccc(Cl)cc3)[nH]n2)cc1	12.0%
Cc1cc(C)c(NC(=O)CC#N)c(C)c1	17.0%
O=C(CSc1n[nH]c(-c2ccccc2)n1)c1ccc(Cl)cc1	9.0%
O=C1c2ccc([N+](=O)[O-])cc2C(=O)N1c1nccs1	3.0%
CC(C)CCOc1ccc(C2(C)NC(=O)N(C)C2=O)cc1 (stereo not drawn)	0.0%
COc1ccc(Cc2nc3c4c(-c5ccccc5)c(-c5ccccc5)oc4ncn3n2)cc1OC	0.0%
O=C(N=Nc1c(O)[nH]c2ccc(I)cc12)c1ccc(Cl)cc1Cl	3.0%
O=S(=O)(c1cccc2cccnc12)N1CCN(c2ccccc2)CC1	5.0%
Cc1ccccc1NC(=O)/C(C#N)=C/c1ccc(-c2ccc([N+](=O)[O-])cc2)o1	10.0%
O=C1S/C(=C/c2ccccc2F)C(=O)N1CNc1ccccc1Br	11.0%
Cc1[nH]c(=O)[nH]c(=O)c1CSCC(=O)OCC(=O)Nc1nc2c(s1)C(=O)CC(C)(C)C2	5.0%
CC(=O)c1ccc(NC(=O)c2cc(-c3cccc(C)c3)nc3ccccc23)cc1	7.0%
CC(=O)c1cccc(NC(=O)c2ccccc2C)c1	4.0%
CCOc1ccc(C2C(C(=O)OCc3ccccc3)=C(C)NC3=C2C(=O)CC(c2ccc(Cl)cc2)C3)cc1 (stereo not drawn)	12.0%
Cc1ccccc1Cn1nnc(-c2ccc(F)cc2)n1	9.0%
O=C(CN1CCOCC1)NN=C1CCCC1	3.0%
O=C1c2[nH]nc(-c3ccc(Cl)cc3)c2C(c2ccccc2[N+](=O)[O-])N1c1ccccc1 (stereo not drawn)	15.0%
COc1ccc(/C=N/N=C(\N)c2nonc2N)c(OC)c1	0.0%
Cc1sc(NC(=O)Cc2ccccc2)nc1-c1ccccc1	22.0%
CCOc1ccc(C(=O)Nc2ccc3oc(-c4cccc(C)c4)nc3c2)cc1	11.0%
c1ccc(Nc2ncc(-c3ccc4ccccc4c3)s2)cc1	1.0%
C/C(=N\NC(=O)c1cc(C2CC2)[nH]n1)c1cccc([N+](=O)[O-])c1	11.0%
COc1ccc(/C=C/C(=O)Nc2cccc(OC(F)(F)F)c2)cc1	15.0%
O=C(c1ccccc1[N+](=O)[O-])N(Cc1ccccc1)Cc1ccccc1	11.0%
N#C/C(=C/c1ccsc1)C(=O)Nc1cccc(Br)c1	0.0%
COCCN1C(=O)/C(=C/c2ccccc2)SC1=S	5.0%
O=C(/C=C/c1cccc([N+](=O)[O-])c1)Nc1ccc(-c2nc3ccccc3o2)cc1	54.0%*
CCOC(=O)C1CCN(C2=NC(=O)/C(=C\c3ccccc3)S2)CC1	9.0%
COc1cc(C=C2C(=O)N(C)C(=S)N(C)C2=O)c([N+](=O)[O-])cc1OCc1ccccc1	12.0%
CCOC(=O)CCc1ccc(C(=O)C(F)(F)F)o1	4.0%
Cc1ccc(-n2nc3ccc(NC(=O)c4ccc([N+](=O)[O-])cc4)cc3n2)cc1Cl	53.0%*
CC(=O)Oc1ccccc1/C=C1\C=C(c2ccc(C)cc2)OC1=O	15.0%
CC(=O)Nc1cccc(NC(=O)CSc2nc3ccccc3o2)c1	0.0%
C=CCNC1=C(Cl)C(=O)N(c2cccc(Cl)c2Cl)C1=O	0.0%
O=C(N=Nc1c(O)[nH]c2ccccc12)c1ccc(Cl)cc1Cl	0.0%
COC(=O)C1=CN(Cc2ccc(OC)cc2)C=C(C(=O)OC)C1c1ccc(C)s1	18.0%
CCN(CC)CCOc1nnc(-c2ccc(OC)cc2)c2ccccc12	9.0%
COC(=O)c1ccc(COc2ccc3c(c2)oc(=O)c2cc(OC)ccc23)cc1	59.0%*
O=c1[nH]c(/C=C/c2cc([N+](=O)[O-])ccc2O)c([N+](=O)[O-])c(=O)[nH]1	10.0%
Nc1c(Cl)cc(N=Cc2cccc(O)c2)cc1Cl	3.0%
Cc1ccc(N2CC(C(=O)Nc3c(C)cc(C)cc3C)CC2=O)cc1 (stereo not drawn)	2.0%
O=C1C(C=NCc2ccco2)=C(O)c2ccccc21	12.0%
CCOc1ccc(C(=O)Nc2ccc3oc(-c4cccc(Cl)c4Cl)nc3c2)cc1[N+](=O)[O-]	35.0%
COc1ccc(C(=O)NC(=S)Nc2ccc(-c3nc4cc(C)ccc4o3)cc2)cc1Br	21.0%
Cc1ccc(NCC(=O)N/N=C\c2cccc(Cl)c2)cc1	10.0%
O=C(NC(NC(=S)Nc1ccc(Cl)c(Cl)c1)C(Cl)(Cl)Cl)c1ccccc1F (stereo not drawn)	37.0%

Carrying on.
compound	RNase H inhibition
Cc1ccccc1NC(=O)c1c(NC(=O)c2ccco2)sc2c1CCC2	24.0%
CCCCNCCCCCCOc1ccccc1OC	8.0%
O=C(O)C1C2C=CC(O2)C1C(=O)Nc1ccc(I)cc1 (stereo not drawn)	6.0%
COc1ccc2c(c1OC)C(=O)N(c1cccc(C)c1)C2=O	21.0%
Nc1ccc(-c2ccc(N3C(=O)c4cccc5c(C(=O)c6ccccc6)ccc(c45)C3=O)cc2)cc1	51.0%*
COc1ccc(NC(=O)c2cc(Br)ccc2I)cc1Cl	17.0%
CCOc1ccc(/C=C/C(=O)c2ccc(F)cc2)cc1	12.0%
O=C(CC(c1ccccc1)c1c(O)ccc2ccccc12)NCc1ccccc1 (stereo not drawn)	8.0%

Part of the list above, field by field.
COc1ccc2c(c1OC)C(=O)N(c1cccc(C)c1)C2=O
  RNase H inhibition: 21.0%
Nc1ccc(-c2ccc(N3C(=O)c4cccc5c(C(=O)c6ccccc6)ccc(c45)C3=O)cc2)cc1
  RNase H inhibition: 51.0%*

Later entries
compound	RNase H inhibition
Cc1ccc(C(c2c(C)n(C)n(-c3ccccc3)c2=O)c2c(C)n(C)n(-c3ccccc3)c2=O)cc1	11.0%
CC(=O)c1cccc(NC(=S)NC(=O)Cc2ccccc2)c1	18.0%
O=C(Nc1ccc(F)cc1)c1cccc(N2C(=O)c3ccccc3C2=O)c1	9.0%
c1ccc(CC2=NNC(Cc3ccccc3)=NN2)cc1	8.0%
O=C(C1CCCC1)N1CCN(c2ccc(F)cc2)CC1	0.0%
O=C1/C(=C/c2cccc([N+](=O)[O-])c2)SC(=S)N1C1CCS(=O)(=O)C1 (stereo not drawn)	3.0%
CCC(=O)N(Cc1ccco1)C1CC(=O)N(c2ccccc2)C1=O (stereo not drawn)	0.0%
COc1ccc(C2CC(=O)C3=C(C2)NC(C)=C(C(=O)OCc2ccccc2)C3c2cc(OC)c(OC)c(OC)c2)cc1 (stereo not drawn)	10.0%

Sorted by length of the SMILES (descending): some entries from above.
compound	RNase H inhibition
O=C1/C(=C/c2cccc([N+](=O)[O-])c2)SC(=S)N1C1CCS(=O)(=O)C1 (stereo not drawn)	3.0%
CCC(=O)N(Cc1ccco1)C1CC(=O)N(c2ccccc2)C1=O (stereo not drawn)	0.0%
CC(=O)c1cccc(NC(=S)NC(=O)Cc2ccccc2)c1	18.0%

Other results
compound	RNase H inhibition
Cc1ccc(N(CC(=O)Nc2cccc(Br)c2)S(C)(=O)=O)cc1Cl	8.0%
C/C(=N/NC(=O)COc1ccc(C)cc1)c1ccc([N+](=O)[O-])cc1	12.0%
NS(=O)(=O)c1ccc(CNS(=O)(=O)c2ccc(Br)cc2)cc1	3.0%
Cc1ccc(/C=N/NC(=O)Cc2ccc([N+](=O)[O-])cc2)o1	11.0%
CCOc1cc(C(=O)NC(=S)Nc2ccccc2C(=O)OC)cc(OCC)c1OCC	18.0%
CCOC(=O)C1=C(C)N=c2s/c(=C\c3ccc(-c4cc([N+](=O)[O-])ccc4C)o3)c(=O)n2C1c1ccc(OC)cc1 (stereo not drawn)	13.0%
CN(C(=O)c1cccs1)c1ccccc1	0.0%
COc1ccccc1CC(=O)Nc1cccc(C(=O)Nc2nccs2)c1	11.0%
COc1ccc(OC)c(C=NN2CCN(Cc3ccccc3Cl)CC2)c1	9.0%
CCCCCC(=O)NNC(=O)c1ccc(Br)cc1	0.0%
O=C(NCc1ccncc1)C(O)(c1ccccc1)c1ccccc1	14.0%
COc1cc(Br)c(/C=C(/C#N)C(=O)Nc2ccc(O)cc2)cc1OC	4.0%
Cc1ccccc1OCCOc1c(Cl)cc(/C=C2\SC(N)=NC2=O)cc1Cl	16.0%
O=[N+]([O-])c1ccc(-c2nc(Cc3ccccc3)no2)cc1	9.0%
CC(=O)Oc1ccc2c(C)cc(=O)oc2c1C	6.0%
CN(Cc1ccccc1)C(=O)c1ccc(Cl)c([N+](=O)[O-])c1	0.0%
COC(=O)C1CCC(c2ccccc2)CC1 (stereo not drawn)	3.0%
O=S1(=O)CCC(NC(=S)N/N=C/c2ccc(-c3ccc(Br)cc3)o2)C1 (stereo not drawn)	12.0%
O=C1/C(=C\c2cccs2)CC2CC1C/C(=C/c1cccs1)C2=O	16.0%
Cc1ccc(-n2c(C)cc(/C=C3\C(=O)NC(=S)N(c4ccc(Cl)cc4)C3=O)c2C)cc1	26.0%
COCc1cccc(N2C(=O)c3cccc([N+](=O)[O-])c3C2=O)c1	2.0%
CCOC(=O)C1=C(C)N=c2s/c(=C\c3ccc(OCc4ccccc4Cl)c(OCC)c3)c(=O)n2C1c1ccc2c(c1)OCO2 (stereo not drawn)	0.0%
O=C(Nc1ccccc1Br)C1CC(=O)N(c2ccccc2)C1 (stereo not drawn)	2.0%
CCCCOC(=O)c1ccc(NC(=O)c2cc(I)ccc2Cl)cc1	11.0%
CSc1nnc2c(n1)OC1(CCCCC1)Nc1ccccc1-2	12.0%
Cc1ccccc1NC(=O)c1cccc(C(F)(F)F)c1	0.0%
CN1CCC(N(C)Cc2cccc(C(F)(F)F)c2)CC1	0.0%
O=Cc1ccccc1OC(=O)c1cccc(C(=O)Oc2ccccc2C=O)c1	8.0%
COc1cc(NC(=O)COc2cc(C)ccc2C(C)C)ccc1NC(=O)c1ccco1	6.0%
COc1cc([N+](=O)[O-])ccc1-c1ccc(/C=C2\C(=O)NC(=S)N(c3ccc(C)cc3)C2=O)o1	2.0%
O=C1NCC(c2ccccc2)C1C(=O)N/N=C\c1cccc(OCc2ccccc2)c1 (stereo not drawn)	23.0%
COC(=O)C1=C(C)NC(C)=C(C(=O)OC)C1c1cn(-c2ccccc2)nc1-c1ccco1	4.0%
CCOc1ccc(N2C(=O)/C(=C/c3ccc(I)o3)C(=O)NC2=S)cc1	4.8µM*
Cc1ccc(-c2nc(NC(=O)c3ccccc3)sc2-c2ccc([N+](=O)[O-])cc2)cc1	7.0%
CCC(C)(C)C(=O)Nc1ccccc1F	6.0%
O=C(O)c1cc(N/N=C/c2ccc(-c3ccc(Cl)c(C(=O)O)c3)o2)ccc1Cl	1.0%
COc1ccc(C(=O)N2CCN(c3ccc([N+](=O)[O-])cc3)CC2)cc1Br	6.0%
Cc1ccc(C(=O)Nc2ccccc2Oc2ccccc2)o1	5.0%
COc1cc(/C=N/NC(=O)c2cccc(C)c2)ccc1OC(C)=O	1.0%
O=C(CCCN1C(=O)/C(=C\c2ccc(F)cc2)SC1=S)Nc1ccc(O)cc1	31.0%
CC(=O)c1cccc(NC(=S)NC(=O)c2cc(I)ccc2Cl)c1	11.0%
CC1=NN(C(=O)Cc2ccccc2)C(O)(C(F)(F)F)C1 (stereo not drawn)	7.0%
NS(=O)(=O)c1ccc(NC(=O)/C=C2\SC(=O)NC2=O)cc1	3.0%
Cc1ccn(S(=O)(=O)c2ccc(N3CCCC3=O)cc2)n1	3.0%
O=[N+]([O-])c1cc(N[C@@H]2O[C@H](CO)[C@@H](O)[C@H](O)[C@@H]2O)ccc1Cl	6.0%
COc1cc(C=O)ccc1OCCCOc1ccc(I)cc1	19.0%
Cc1ccc2c(c1)=C(c1sc(N)nc1O)C(=O)N=2	39.0%
C=CCOC(=O)C1=C(C)NC2=C(C(=O)CCC2)C1c1ccc(C)cc1 (stereo not drawn)	4.0%
Cc1cc(C)c2sc(NC(=O)c3cccc(Cl)c3)nc2c1	13.0%
N/C(=N\OC(=O)c1ccc(Br)cc1)c1cccc([N+](=O)[O-])c1	5.0%
COc1ccc(N2C(=O)C(=O)/C(=C(\O)c3ccccc3)C2c2cccc([N+](=O)[O-])c2)cc1 (stereo not drawn)	4.0%
COCCCNC(=O)COc1cccc2ccccc12	13.0%
c1ccc(-c2cn3c4c(sc3n2)CCCC4)cc1	14.0%

Source: PubChem BioAssay
